Assay outcomes from PubChem.
RAM inhibit = yeast RAM network inhibition; S. cerevisiae dse1pr::URA3 reporter, 5-FOA growth OD615, 2 d; analog-sensitive cbk1-as2 kinase mutant strain; inhibition, % at 50 µM; 190,000 tested, 1.8% active; AID 868;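 active = inhibition above a set limit, 3 SD over mean compound inhibition, cut at about 8.4% in these data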;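 note: 0% = DMSO-only wells with no growth and 100% = 10 µM 1-NA-PP1 full growth; inhibition rescues growth on 5-FOA so higher OD means more RAM inhibition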
bIAP act = intestinal alkaline phosphatase (bovine) activation. purified bovine IAP, CDP-star luminescence, 30 min; active compounds read high; fold of DMSO-control signal, blank-subtracted. activation factor at 20 µM. 200,000 tested, 0.17% active;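 active = activation factor of 2 or more at 20 µM, a signal rise over negative controls twice the positive control's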
Lmaj promast = Leishmania major promastigote growth inhibition. Leishmania major promastigotes, resazurin fluorescence viability. inhibition, % at 10 µM. 200,000 tested, 9% active; in the data active = inhibition above about 50%;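 note: promastigotes grown with compound for 44 hours at 28 °C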
bIAP inhibitor = blocks bovine intestinal alkaline phosphatase activity. purified bovine IAP, CDP-star luminescence, 30 min. inhibition, % at 20 µM. 190,000 tested, under 10 active. AID 1019;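 active = over 50% inhibition of intestinal alkaline phosphatase at 20 µM in the single-dose screen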
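Assay system: bovine IAP enzyme; medium: DEA buffer 100 mM, pH 9.8, with MgCl2 1.0 mM, ZnCl2 0.02 mM; doses: 20 µM single dose; incubation: enzyme reaction for 30 min at room temperature; detection: CDP-star luminescence signal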
FLuc inhib CS = Photinus pyralis luciferase inhibition counter-screen; P08659; ATPLite firefly luciferase biochemical luminescence, 10 min; inhibition, % at 10 µM; 200,000 tested, 1.5% active;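 active = inhibition above about 50% when tested at 10 µM, limit read from the data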
TNAP inh no acc = inhibitors of human TNAP without phosphate acceptor; inhibition, % at 20 µM; purified TNAP, CDP-star luminescence, 30 min; P05186; 200,000 tested, 0.26% active; AID 1012;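 active = tissue-nonspecific alkaline phosphatase inhibition above about 50% at 20 µM in the single-dose screen, limit read from the data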;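 note: 0% = DMSO negative control and 100% = EDTA positive control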
Target sequence (P05186 whole entry, looked up): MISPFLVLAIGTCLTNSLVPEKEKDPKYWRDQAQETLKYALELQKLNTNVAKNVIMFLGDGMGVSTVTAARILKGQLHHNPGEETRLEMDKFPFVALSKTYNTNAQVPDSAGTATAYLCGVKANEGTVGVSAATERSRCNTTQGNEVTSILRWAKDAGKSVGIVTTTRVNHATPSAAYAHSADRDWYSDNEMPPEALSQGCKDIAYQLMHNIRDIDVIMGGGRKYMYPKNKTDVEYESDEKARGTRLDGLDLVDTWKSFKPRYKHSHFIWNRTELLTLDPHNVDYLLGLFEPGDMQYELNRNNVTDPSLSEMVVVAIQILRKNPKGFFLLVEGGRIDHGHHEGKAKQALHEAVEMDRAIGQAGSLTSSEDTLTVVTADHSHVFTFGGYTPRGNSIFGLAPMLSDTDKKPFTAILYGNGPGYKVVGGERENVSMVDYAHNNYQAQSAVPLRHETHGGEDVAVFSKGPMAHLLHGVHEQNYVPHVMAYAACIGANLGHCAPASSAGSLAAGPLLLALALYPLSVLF
TNAP act hi DEA = activators of human TNAP at high phosphate acceptor concentration; purified TNAP, CDP-star luminescence, 1 M DEA, 30 min; active compounds read high; 0 = EDTA background, 1 = DMSO-only activity; activation factor at 20 µM; 200,000 tested, under 10 active; AID 1136;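 active = activation factor at least 2 at 20 µM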
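Dosing: 20 µM single point. System: human TNAP. Amount: TNAP 1/800 final. Incubation: 30 min, room temperature. Read-out: TNAP activation factor scaled between EDTA and DMSO control wells. Signal: luminescence from CDP-star hydrolysis. Medium: 1 M DEA, pH 9.8, Mg2+, Zn2+. Control set: EDTA negative control, DMSO positive control.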
FLuc act counter = affects firefly luciferase, flagging false hits in luciferase stimulation screens. 200,000 tested, under 10 active. activation factor at 10 µM. AID 1027. ATPlite luciferase biochemical, luminescence, 10 min; 0 = ATP-free wells, 1 = DMSO control;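 active = luciferase activation factor, scaled between plate controls, of at least 2 with compound at 10 µM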
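Material: luciferase plus luciferin reagent, cell-free. Medium: PBS buffer for ATP. Also added: ATP substrate, dispensed from a 10.24 µM working solution in PBS. Doses: test compounds dosed from 2 mM stocks in 100% DMSO. Incubation: 10 min post-reagent at room temperature. Technique: light output (luminescence). Read-out basis: luminescence gain marking luciferase activators.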
TNAP inh hiacc = blocks human TNAP under high phosphate acceptor concentration; 200,000 tested, 0.03% active; inhibition, % at 20 µM; purified TNAP, CDP-star luminescence, 1 M DEA; AID 1135;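 active = over 50% inhibition of tissue-nonspecific alkaline phosphatase at 20 µM in the single-dose screen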;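 note: plate controls were DMSO wells for no effect and EDTA-quenched wells as full inhibition for full effect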
APP transl inh = APP translation inhibition | SH-SY5Y APP 5'UTR-luciferase reporter, luminescence | inhibition, % at 2 µM | 190,000 tested, 0.82% active;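 active = inhibition above a set limit, derived from the sample mean plus 3 SD, cut at about 45% in these data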; note: values of inactives mirror those of a sister screen read the other way
* hit, by the source's call; . = no result given.

Molecule | RAM inhibit | bIAP act | Lmaj promast | bIAP inhibitor | FLuc inhib CS | TNAP inh no acc | TNAP act hi DEA | FLuc act counter | TNAP inh hiacc | APP transl inh
CC1=NOC(=O)/C1=C/c1ccc2c(c1)OCO2 | -1.1 | 1 | 23.5 | 3.0 | -4.7 | -6.7 | 1.1 | 1 | -6.0 | 4.9
Cc1ccc(-n2nc3c(c2NC(=O)/C=C\c2ccc4c(c2)OCO4)CSC3)cc1 | 1.2 | 0.9 | 92.6* | 10.7 | -14.3 | 1.2 | 1.1 | 1.1 | -5.7 | 14.5
OC(COc1ccc(Cl)cc1)CN1C2=NCCCN2c2ccccc21 (stereo not given) | 0.0 | 0.9 | 63.3* | 13.3 | -7.9 | -8.1 | 1.1 | 1.1 | -7.1 | -2.1
CCOC(=O)c1c(C)[nH]c(C(=O)Cn2nnc(-c3ccccc3)n2)c1C | 8.9* | 0.9 | 12.6 | 11.8 | -1.7 | -12.0 | 1.1 | 1 | -6.9 | 7.5
CCN(CC)CCNC1=NCCn2c1cc1cc(OC)ccc12 | -0.5 | 1 | 95.9* | 3.6 | -8.6 | -20.3 | 1 | 1.1 | -2.1 | -13.4
Cc1ccc(S(=O)(=O)N2CCOCC2)cc1C(=O)OCC(=O)N1CCc2ccccc2C1 | 0.2 | 0.9 | 23.1 | 6.3 | 5.2 | -4.2 | 1 | 0.9 | 1.1 | -4.8
Cc1ccc(S(=O)(=O)N(C)CC(=O)Nc2ccccc2)cc1 | 0.0 | 0.9 | 8.8 | 9.5 | -4.0 | -10.5 | 1 | 1 | 1.0 | 1.4
COc1ccc(OC)c(NC(=O)C(Sc2ccccc2)c2ccccc2)c1 (stereo not given) | 13.7* | 0.8 | 2.2 | 15.0 | -0.2 | -14.4 | 1 | 1 | -3.8 | -13.8
Cc1cc2c3c(c1)C(C)CC(C)(C)N3C(=O)C2=O (stereo not given) | -1.1 | 1.1 | 20.2 | -11.1 | -6.0 | 2.2 | 1 | 1.1 | 1.8 | -23.4
CCn1c(C(C)NC(=O)Cc2ccccc2)nc2ccccc21 (stereo not given) | 1.4 | 1 | -5.8 | 4.1 | -3.6 | -13.4 | 1.1 | 1 | -6.0 | -15.1
Cc1ccc(NCc2nnc(SCC(=O)N3c4ccccc4Sc4ccccc43)o2)c(C)c1 | 6.5 | 1 | 19.1 | 3.9 | -8.4 | -13.0 | 1 | 1.1 | -3.6 | .
COc1cccc(C2=CC(c3cccc(OC)c3OC(F)F)n3nnnc3N2)c1 (stereo not given) | 3.6 | 1 | 2.2 | -0.1 | -5.3 | -5.0 | 1 | 1.1 | -2.6 | -9.8
CC(=O)N(C)c1ccc(NC(=O)c2cnn(C)c2)cc1 | 0.2 | 1 | -0.7 | 2.7 | -2.0 | -14.7 | 1 | 1 | 0.1 | 4.4
CCOC(=O)c1c(C)n(C)c2cc(OCCN(CC)CC)ccc12 | 2.5 | 1 | 5.1 | -1.0 | -4.0 | -0.6 | 1 | 1 | -0.5 | 3.5
COc1cccc(NC(=O)C(Sc2nnc3ccccn23)c2ccccc2)c1 (stereo not given) | 2.6 | 1 | 1.9 | 2.5 | -2.4 | -17.1 | 1 | 1 | -4.3 | 2.6
Cc1nn(C(C)CC(=O)O)c(C)c1Br (stereo not given) | -0.5 | 0.9 | -6.0 | 5.4 | -2.8 | -12.3 | 1 | 1 | -1.8 | -12.7

Single records (already shown). Order of screens: RAM inhibit, bIAP act, Lmaj promast, bIAP inhibitor, FLuc inhib CS, TNAP inh no acc, TNAP act hi DEA, FLuc act counter, TNAP inh hiacc, APP transl inh
COc1cccc(C2=CC(c3cccc(OC)c3OC(F)F)n3nnnc3N2)c1 (stereo not given) reads 3.6, 1, 2.2, -0.1, -5.3, -5.0, 1, 1.1, -2.6, -9.8
Cc1cc2c3c(c1)C(C)CC(C)(C)N3C(=O)C2=O (stereo not given) reads -1.1, 1.1, 20.2, -11.1, -6.0, 2.2, 1, 1.1, 1.8, -23.4

Further entries follow:
Results follow in this order: RAM inhibit	bIAP act	Lmaj promast	bIAP inhibitor	FLuc inhib CS	TNAP inh no acc	TNAP act hi DEA	FLuc act counter	TNAP inh hiacc	APP transl inh
> O=c1[nH]c2ccc(Br)cc2c(-c2ccccc2)c1CN1CCOCC1
 : 0.7	1	1.9	1.3	-6.2	-4.9	1	1.1	-3.8	14.0
> O=C(CCCl)N(Cc1nc2ccccc2c(=O)[nH]1)Cc1cccs1
 : 3.7	1	1.8	-0.4	-5.5	-5.4	1	1.1	-1.9	0.3
> CC1=CCP(=O)(c2ccccc2)C1 (stereo not given)
 : 2.5	1	-4.0	4.1	-6.6	-15.0	1.1	1.1	-8.8	7.6
> Cc1ccc(NC(=O)COC(=O)c2ccc(OCc3c(C)noc3C)cc2)cc1S(=O)(=O)N1CCOCC1
 : 11.1*	0.9	-7.8	10.7	1.3	-13.5	1	1	-0.4	1.5
> CCC(C)c1ccc(NC(=O)c2cccs2)cc1 (stereo not given)
 : 1.5	0.7	0.7	25.6	74.8*	-17.1	1.1	0.3	-6.2	-149.7
> COc1ccc(CN2CC(C(=O)NCCC(C)C)CC2=O)cc1 (stereo not given)
 : 0.0	0.9	99.9*	9.3	-5.5	-10.7	1	1.1	0.2	5.2
> Cc1nc(S(=O)(=O)Cc2ccccc2Cl)nc2c1CCC2
 : 0.3	1.2	-3.5	-19.2	-3.4	-10.1	1	1	-3.1	-10.3
> O=C(O)CCn1cc(/C=C2\NC(=S)N(c3ccccc3)C2=O)c(-c2ccc(Br)cc2)n1
 : 1.5	0.9	-2.8	12.8	-4.5	-1.6	1	1	-0.1	-7.3
> COc1cc(C(=S)N2CCCC2)ccc1OS(=O)(=O)c1ccc(NC(C)=O)cc1
 : 2.6	1.3	6.3	-28.1	-1.6	-11.2	1	1	-2.2	-0.6
> CCOC(=O)c1cccc(NC(=O)CCc2nc(-c3ccc(C)cc3)no2)c1
 : 5.3	1	-4.1	2.9	-1.0	15.2	1	1	2.7	11.2
> Cc1cccc(-n2c(O)c(C=Nc3ccc(O)cc3)c3ccccc3c2=O)n1
 : 6.3	0.9	2.8	14.6	-3.2	13.8	0.8	1	20.7	5.3
> Cn1nnnc1SCC(=O)NCc1ccco1
 : -1.4	0.9	-6.2	10.8	-11.1	-10.0	1.1	1.1	-8.2	7.8
> CCCCNC(=O)CSc1nc2ccc(NC(=O)CSc3nnc(COc4ccccc4C)n3C)cc2s1
 : 6.5	0.9	-1.1	6.0	-7.6	3.4	0.9	1.1	6.7	7.9
> CC1=CC(c2ccccc2)n2nc(N3C(=O)CCC3=O)nc2N1 (stereo not given)
 : 1.5	1.6	-5.2	-58.6	-3.3	-2.7	1	1	1.9	7.2
> CCOC(=O)C(C)Sc1nnc(-c2ccccc2O)n1Cc1ccccc1 (stereo not given)
 : 0.7	1	-5.6	-3.3	-8.4	2.7	1	1.1	0.2	-5.6
> O=c1[nH]c2cc3c(cc2cc1C(c1nnnn1C1CCCC1)N1CCSCC1)OCCO3 (stereo not given)
 : 1.8	1	5.5	-0.9	1.0	-4.8	1	1	-1.2	-9.8
> CC(C)(C)C1CCC(C(=O)Nc2ccccc2)CC1 (stereo not given)
 : 2.5	1	-2.2	4.8	-6.2	-13.5	1	1.1	-2.2	.
> O=c1c2c(nc3nc[nH]n13)CCC2
 : 0.6	1	-5.8	1.0	-4.1	-19.7	1.1	1	-5.1	-3.9
> C/C(=N/OCc1ccc(Br)cc1)c1ccccn1
 : -0.2	1	-5.5	0.3	45.3	-13.9	1	0.5	-3.1	-197.1
> O=C(O)C1C2C=CC(O2)C1C(=O)NC1CCCc2ccccc21 (stereo not given)
 : 0.4	1.1	-1.7	-6.7	-2.3	-7.0	1	1	-3.4	-6.3
> N=C1C(c2ccccc2)=C(O)CN1NC(=O)c1ccc(Cl)cc1
 : 4.5	1.1	-6.7	-7.7	-4.1	-16.9	1	1	-2.8	-1.4
> O=C(CSc1ncn(-c2ccccc2)n1)Nc1nncs1
 : -1.3	1	-3.9	4.5	-2.8	-6.8	1	1	-4.3	-9.2
> Cc1ccnc2nc(C(=O)Nc3nnc(-c4ccc(Cl)cc4)o3)nn12
 : -0.9	1	-1.9	-2.5	-5.2	-23.6	1	1.1	1.5	0.7
> C/C(=C\C(=O)O)C(=O)Nc1nccs1
 : 0.8	1	-3.5	4.7	1.1	-5.9	0.9	1	9.3	4.8
> COC(=O)c1ccc(C(=O)OC)c(NC(=S)N2CCN(C)CC2)c1
 : 5.7	1	7.2	2.9	-4.3	-15.3	1.1	1	-9.0	-13.7
> O=S(=O)(c1ccc(-c2csc(-c3cccnc3)n2)cc1)N1CCOCC1
 : 2.0	1	68.4*	1.0	-3.2	-16.9	1	1	-4.1	-0.1
> COc1cccc(CN2C(=O)C3CCCN3c3ccc(S(=O)(=O)N4CCOCC4)cc32)c1 (stereo not given)
 : 3.5	1.1	-4.9	-8.1	-6.7	-3.0	1	1.1	-4.9	-8.9
> COCCCNC(=O)CCc1nnc(Cc2ccc(-c3ccccc3)cc2)o1
 : 1.9	1.1	-4.8	-6.8	-4.8	-11.2	1.1	1	-5.6	-4.3

Look-ups from the results shown.
Result of Cc1cccc(-n2c(O)c(C=Nc3ccc(O)cc3)c3ccccc3c2=O)n1 under Lmaj promast: 2.8
Result of CCC(C)c1ccc(NC(=O)c2cccs2)cc1 (stereo not given) under TNAP inh hiacc: -6.2
Result of CCOC(=O)C(C)Sc1nnc(-c2ccccc2O)n1Cc1ccccc1 (stereo not given) under Lmaj promast: -5.6
Result of COC(=O)c1ccc(C(=O)OC)c(NC(=S)N2CCN(C)CC2)c1 under TNAP inh hiacc: -9.0
